Hsp70 displacement: small molecules displacing fluorescent ligand from Hsp70 – biochemical, fluorescence polarization, primary screen (AID 583). Hsp70 fluorescence polarization probe displacement, mP; higher % means a stronger effect. displacement, % at 20 µM, or IC50 in µM where a hit was titrated. hit rate 0.06% among 140,000; in the data active = displacement above about 50%;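 note: plate controls were vehicle for no effect and reference ligand for full effect; a part of the inactive calls stands beside numbers as strong as those of hits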
MKP-3 inhibition: inhibition of rat DUSP6 enzyme activity – biochemical, in vitro, primary screen (AID 425); recombinant MKP-3 phosphatase activity, fluorescence; higher % means a stronger effect; one-dose inhibition, % at 20 µM; IC50 in µM for titrated hits; hit rate 0.17% among 110,000; in the data active = inhibition above about 50%;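 note: plate controls were vehicle for no effect and reference inhibitor for full effect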
* marks the source's active call; other numbers are inactive results; . = no result given; & = joins results of further samples. The list is partial; count on the stated rates, not on these rows.

Under each structure: MKP-3 inhibition, Hsp70 displacement
CC1=Nc2cc([N+](=O)[O-])ccc2NC(=O)C1
  2%, -0.3%
O=C(c1ccc(CN2CCOCC2)cc1)N1CCN(c2ccccc2F)CC1
  ., -5.0%
c1nnn(C23CC4CC(CC(C4)C2)C3)n1
  -10%, -2.0%
CCc1ccc(/C=C2\C(=O)NN(c3ccccc3)C2=O)cc1
  1%, 3.1%
COC(=O)c1ccccc1NC(=O)C1CCN(S(C)(=O)=O)CC1
  -6%, 1.9%
CSc1n[nH]c(NCc2ccc(Cl)cc2)n1
  ., 5.3%
Cc1ccc(SCc2c(-c3ccccc3)nn(C)c2Cl)cc1
  ., -3.7%
Cc1cc(C)cc(N2C(=O)NC(=O)/C(=C\c3ccc(Br)cc3)C2=O)c1
  -3%, 4.0%
O=C(COc1ccc(Cl)cc1Br)NCc1ccco1
  3%, -1.5%
COc1cc(NC(=O)c2cc(-c3cccs3)nc3ccccc23)c(OC)cc1Cl
  1%, -2.7%
CCCc1nnc(SCCSc2nnc(CCC)n2N)n1N
  -4%, -3.7%
Clc1ccc(/C=N/Nc2nnc(-c3ncc[nH]3)c3ccccc23)cc1
  ., -1.5%
CC(=O)C1=C(O)C(=O)N(c2ccc(C)cc2)C1c1ccccn1 (centres undefined)
  ., 0.9%
O=C(OCc1ccccc1)c1cn(-c2ccccc2)nc1-c1ccncc1
  ., 2.0%
CCc1ccc(C(=O)CC2(O)C(=O)Nc3ccccc32)cc1 (centres undefined)
  4%, -3.8%
Cc1ccsc1/C=C1/SC(=S)N(CCCCCC(=O)O)C1=O
  -1%, -0.3%
O=c1nc(-c2ccccc2)c2cc(SC(F)(F)F)ccc2[nH]1
  -2%, -0.8%
CONC(=O)c1ccc(C(=O)c2c(C)cc(C)cc2C)cc1
  -1%, -1.5%
Cc1nnc2n(C3CCCCC3)c(=O)c3c4c(sc3n12)COC(C)(C)C4
  -2%, 2.0%
COc1ccc(-c2nsc3c(N4CCCC4)ncnc23)cc1
  -16%, -5.7%
C=COCCn1c(-c2nonc2N)nc2ccccc21
  -6%&2%, -5.5%&0.9%
Cc1ccc(S(=O)(=O)Oc2ccc(/C=C3\SC(=S)NC3=O)cc2)cc1
  9%, -11%
CCOC(=O)NC12CC3CC(C1)CC(C(F)(F)F)(C3)C2
  -2%, 7.1%
Cc1ccc2nc(Nc3nc(O)c(Cc4ccccc4)c(=O)[nH]3)nc(C)c2c1
  1%, -2.5%
CCCCc1ccc(C2C(C#N)=C(N)SC(N)=C2C#N)s1
  -9%, -13%
Cc1nc2ccccc2c(=O)n1/N=C/c1ccccc1F
  0%, 1.2%
O=c1[nH]c2cc3c(cc2cc1CN(Cc1ccccc1)Cc1nnnn1Cc1ccco1)OCCO3
  -6%, -0.8%
Cc1c(Cl)cccc1-n1ncnc1-c1cccc(Br)c1
  2%, -4.4%
COc1cccc(OCCn2cc(C=C3C(=O)NC(=O)NC3=O)c3ccccc32)c1
  -3%, -0.2%
CCCn1c(SCC(=O)N2CCCCC2)nnc1-c1ccco1
  -6%, -3.6%
COc1ccccc1/C=C/C1(C(=O)NC2CCCC2)CC(=O)N1c1ccc(F)cc1 (centres undefined)
  ., 17%
Cc1cccc(NC(=O)/C(=C\c2ccco2)NC(=O)c2ccccc2)c1
  ., 0.2%
N#Cc1nc(COc2ccc(Cl)cc2)oc1N1CCCC1
  -8%, 0.5%
O=c1c(-c2cccs2)[n+]([O-])c2ccccc2n1O
  1%, 14%
O=C(Cn1cc(C(=S)N2CCOCC2)c2ccccc21)N1CCOCC1
  -9%, -6.0%
O=C(Nc1ccc2c(c1)OCCO2)C1CCN(c2nnnn2-c2ccccc2)CC1
  -1%, 3.4%
CN(c1ccccc1)S(=O)(=O)c1ccc(C(=O)Nc2nnc(-c3ccc(F)cc3)o2)cc1
  -14%, -3.0%
CCOC(=O)c1ccccc1NC(=O)Cc1ccccc1[N+](=O)[O-]
  -2%, 0.3%
N#Cc1nc(Cc2ccccc2)oc1NCCc1ccccc1
  -4%, 3.1%
Cc1ccc2nc(NC(=O)C3CCN(S(=O)(=O)c4cccc5nsnc45)CC3)sc2c1
  -6%, 4.4%

Whole records from above.
Cc1cccc(NC(=O)/C(=C\c2ccco2)NC(=O)c2ccccc2)c1 in the list: MKP-3 inhibition = .; Hsp70 displacement = 0.2%
Cc1ccc2nc(Nc3nc(O)c(Cc4ccccc4)c(=O)[nH]3)nc(C)c2c1 in the list: MKP-3 inhibition = 1%; Hsp70 displacement = -2.5%

(continued)
Under each structure: MKP-3 inhibition, Hsp70 displacement
Cn1c(=O)c2c(nc(N3CCOCC3)n2CCCNC2=NCCC2)n(C)c1=O
  -4%, -1.1%
Cc1ccc(C(=O)Nc2nc(-c3cccc4ccccc34)cs2)o1
  0%, 1.3%
O=C(CN1CC(c2ccccc2)CC1=O)Nc1ccc2c(c1)OCO2 (centres undefined)
  -1%, 1.4%
CCCOC(=O)c1[nH]c2c(c1C)C(=O)CC(c1cccs1)C2 (centres undefined)
  ., 3.4%
O=C(Nc1ccc(O)cc1)c1cccc(Oc2ccc([N+](=O)[O-])cc2)c1
  -2%, 4.9%
CCOC(=O)c1ccc(NC(=O)CN(c2ccccc2CC)S(C)(=O)=O)cc1
  -1%, 2.3%
CCOC(=O)c1c(NC(=O)C(C)Oc2ccc(OC)cc2)sc2c1CCC2 (centres undefined)
  4%, 1.4%
COC(=O)C1=C(C(=O)c2ccccc2)C(c2ccc(O)c(OC)c2)n2nnnc2N1 (centres undefined)
  -2%, .
NNC(=O)c1cnn(Cc2ccccc2)c1N
  ., 1.0%
O=C(CCc1ccccc1)N/N=C/c1ccc(F)cc1
  -2%, 18%
CCOc1ccc(-c2nnn(CC#N)n2)cc1OC
  ., 0.5%
NS(=O)(=O)c1ccc(CCNC(=O)c2cccnc2)cc1
  -9%, -0.5%
Cc1ccc(S(=O)(=O)C2(C(=O)N3CCCCCC3)CC2)cc1
  4%, 3.9%
Cc1c(NC(NC(=O)COc2ccccc2)C(Cl)(Cl)Cl)c(=O)n(-c2ccccc2)n1C (centres undefined)
  5%, -4.4%
CNC(=O)c1ccc(CN2CCC(Cc3ccccc3)CC2)cc1
  2%, -3.8%
O=C(c1ccc(Cl)cc1Cl)C1(n2cncn2)Oc2ccccc2C1O (centres undefined)
  -17%, -5.4%
Cc1ccc(S(=O)(=O)N(CCC(=O)O)Cc2ccc(Cl)cc2)cc1
  ., -1.1%
Cc1ccc(NC(=O)CN(c2ccc(Oc3ccccc3)cc2)S(C)(=O)=O)cc1
  -1%, 2.9%
O=C(NCC(F)(F)F)Nc1nnc(C(F)(F)F)s1
  -6%, 0.7%
O=S(=O)(NCCCCCNS(=O)(=O)c1ccccc1)c1ccccc1
  3%, -1.4%
CCn1c(SCC(=O)N2CCCc3ccccc32)nnc1-c1ccco1
  -9%, 0.1%
O=c1c2ccccc2nnn1CSc1nnc2sc3ccccc3n12
  4%, 2.8%
COc1ccc(OC)c(S(=O)(=O)N(C)CC(=O)N2CCN(c3ccc(F)cc3)CC2)c1
  -4%, 3.9%
O=C(c1ccc(Cl)c(Cl)c1)N1CCN(c2cccc(Cl)c2)CC1
  0%, -1.4%
COC(=O)c1ccc(CSc2nc(-c3ccccc3)cs2)o1
  -4%, 7.1%
O=C(O)c1ccccc1SC1CC(=O)N(c2ccc(F)cc2)C1=O (centres undefined)
  2%, -2.1%
CCn1nnnc1SCC(=O)NC1CCCC1
  ., -1.5%
Cc1ccc(OCC(=O)Nn2cnc3ccccc32)cc1
  ., -3.1%
CC(C)CCn1c(Oc2ccc(Cl)cc2)nc2c1c(=O)n(C)c(=O)n2C
  ., 4.5%
CN1C(=O)/C(=N/OC(=O)c2ccc(Br)cc2)c2ccccc21
  3%, -1.1%
CCc1cccc(C)c1NC(=O)c1cc(C)oc1C
  -5%, 6.1%
CCCCNC(=O)c1sc(=S)n2c1[nH]c(=O)c1ccccc12
  -5%, 12%
O=C(O)c1ccccc1-c1ccccc1C(=O)N(Cc1ccccc1)c1ccccc1
  2%, -6.8%
Cn1c(C(=O)NCc2ccccn2)cc2c(=O)n3ccccc3nc21
  ., 2.4%
Nc1c(S(=O)(=O)c2ccccc2)c2nc3ccccc3nc2n1/N=C/c1cccc(O)c1
  -9%, -1.3%
Nc1nc(CN2CCN(c3ccccn3)CC2)nc(Nc2ccc(Cl)cc2)n1
  1%, 0.7%
CCCN(CCC)CCCNC(=O)/C=N\O
  -1%, -0.1%
Cc1ccc(OCc2nnc(NC(=O)C3CCCCC3)s2)cc1
  1%, 0.4%
CCn1c(NC(C)=O)nc2ccccc21
  ., 3.9%
CC(=C/c1ccco1)/C=N/N1CCN(c2ccccc2)CC1
  ., -0.7%
CC1=C(C(=O)OC(C)C)C(c2ccc(Br)s2)NC(=O)N1 (centres undefined)
  ., 7.7%
COc1ccccc1-c1nnc(SCC(=O)Nc2c(Cl)cccc2Cl)o1
  3%, -4.9%
CCN(CC)CCNC(=O)C1c2cc(OC)c(OC)cc2C(=O)N2CCc3ccccc3C12 (centres undefined)
  -2%, 4.1%
COc1ccc2cc3cc(C(=O)Nc4ccccc4N4CCN(C)CC4)oc3nc2c1
  3%, 1.9%
COc1ccc(-c2cc(C)nc3nc(N)nn23)cc1
  ., 3.8%
COc1cc(C(C#N)N2CCOCC2)ccc1O (centres undefined)
  -17%, 2.0%
CC1CCN(C(=O)CN(c2ccc(Oc3ccccc3)cc2)S(C)(=O)=O)CC1
  ., 0.9%
O=C(NC1CCCC1)C1CCN(c2nccs2)CC1
  ., -4.4%
Cc1cc(C(=O)COC(=O)C2=NNC(=O)CC2)c(C)n1-c1cccc(C(F)(F)F)c1
  ., -0.8%
CCOC(=O)C1=C(CC)NC2=C(C(=O)CCC2)C1c1ccc(Cl)c(Cl)c1 (centres undefined)
  0%, 1.3%
O=C1C=C(Nc2ccc(Cl)cc2)CC(c2ccco2)C1 (centres undefined)
  ., 9.0%
O=C(Nc1ccccc1-c1ccccc1)c1ccc([N+](=O)[O-])cc1
  -2%, -3.3%
COc1ccc(C=O)cc1CSc1nnc(COc2cccc3cccnc23)o1
  ., 0.5%
Cc1cnc(NC(=O)CSc2nnc(-c3ccccc3)o2)s1
  2%, 2.0%
COC(=O)c1oc2ccccc2c1NC(=O)CN1CCCC1
  -2%, -0.5%
COc1ccc(Nc2cc(C(=O)NCCCN3CCN(C)CC3)c3ccccc3n2)cc1
  9%, -5.4%
c1ccc(COn2nnc3ccccc32)c(COn2nnc3ccccc32)c1
  3%, -3.6%
CC1(C)CC(=O)C=C(Nc2ccc(C(=O)O)cc2)C1
  -3%, -0.1%
CSc1nnc2c(n1)OC(C)N(C(=O)c1ccccc1)c1ccccc1-2 (centres undefined)
  1%, -0.6%
COC(=O)c1ccc(NC(=O)c2cccc([N+](=O)[O-])c2C)cc1
  0%, -1.0%

Following part:
Under each structure: MKP-3 inhibition, Hsp70 displacement
Cc1ccc(CNC(=O)c2csc3c2CCCCC3)cc1
  ., -2.1%
Cc1nonc1NC(=O)CSc1nc(C2CCCCC2)nc2ccccc12
  -1%, -4.8%
Cc1cc2c(N3CCCCC3C)ncnc2s1 (centres undefined)
  3%, -0.7%
CC(=O)Nc1ccc(-c2nc3ccc(-c4ccc5nc(-c6ccc(NC(C)=O)cc6)oc(=O)c5c4)cc3c(=O)o2)cc1
  0%, -1.5%
CCOc1ccccc1NC(=O)C(CC(C)C)NC(=O)C1CCCCC1 (centres undefined)
  ., 1.9%
CN(C)c1ccc(/C=N/N2C(=O)c3cccc4cccc(c34)C2=O)cc1
  1%, 4.2%
CC1CCCCN1S(=O)(=O)c1ccc(NC(=O)c2cccc(-n3cnnn3)c2)cc1 (centres undefined)
  3%, 3.3%
Cc1cccc(NC(=O)C2CN(S(=O)(=O)c3ccccc3)CCN2S(=O)(=O)c2ccccc2)c1 (centres undefined)
  -1%, -0.1%
O=C(c1ccccc1I)N1CCN(c2ccc(F)cc2)CC1
  0%, 2.1%
COC(=O)C1(C)Nc2ccccc2C(=O)N1c1ccccc1C (centres undefined)
  -3%, 0.5%
Clc1ccc(/C=N/Nc2nn[nH]n2)cc1
  ., 2.5%
CCN(CC)CCCN1C(=O)C(O)=C(C(=O)c2sc(C)nc2C)C1c1ccco1 (centres undefined)
  -10%, 3.3%
CCOC(=O)N1CCN(C(=O)c2ccccc2N(C)S(C)(=O)=O)CC1
  -16%, 0.0%
CCSCc1nnc(SCC(=O)Nc2nc3ccccc3s2)n1C
  -11%, 4.1%
CC(=O)c1c(-c2ccccc2)[nH]n(-c2nc3ccccc3s2)c1=O
  5%, -2.8%
c1ccc2[nH]c(NC3=NCCC3)nc2c1
  -10%, -1.9%
CCOC(=O)/C(=C(/C)NCc1ccccc1)c1c(O)cc(Br)c(O)c1Br
  -3%, -2.7%
Cc1ccc(N=Cc2ccc(O)cc2O)cc1F
  -4%, -1.7%
CC(=O)NC(NC(=S)N1CCCCCC1)C(Cl)(Cl)Cl (centres undefined)
  2%, 4.5%
C#CCSc1nc2sc(C)c(C)c2c(=O)n1CC=C
  3%, 1.0%
CCOc1ccc(NC(=O)CN(c2ccc(OC)cc2)S(C)(=O)=O)cc1
  -10%&-1%, 18%&0.3%
CC(=O)N(Cc1cc(=O)[nH]c2ccccc12)c1ccccc1
  -8%, -1.3%
Cc1ccc(C)c(-n2ccnc2SCC(=O)O)c1
  ., 1.6%

Among those listed so far, these have a cyano group:
Under each structure: MKP-3 inhibition, Hsp70 displacement
CCCCc1ccc(C2C(C#N)=C(N)SC(N)=C2C#N)s1
  -9%, -13%
N#Cc1nc(COc2ccc(Cl)cc2)oc1N1CCCC1
  -8%, 0.5%
N#Cc1nc(Cc2ccccc2)oc1NCCc1ccccc1
  -4%, 3.1%
CCOc1ccc(-c2nnn(CC#N)n2)cc1OC
  ., 0.5%
COc1cc(C(C#N)N2CCOCC2)ccc1O (centres undefined)
  -17%, 2.0%
